Screening results from PubChem BioAssay.
Xi reactivation: reactivates the inactive X chromosome in mouse fibroblasts. XiGFP mouse fibroblasts, % GFP-positive cells imaging, 3 d; cells co-treated with 5-aza-dC sensitizer; scaled so ellipticine positive control = 100%. activation, % at 7.58 µM. 360,000 tested, 0.055% active;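 active = mean normalized replicate activation at least 10% and every replicate at or above 10%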;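 also: 0% = median of on-plate neutral control wells and 100% = ellipticine 6 µM median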
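Assay system: SV40-immortalized XiGFP fibroblast cells, line 68-5-11; buffer or medium: DMEM plus 5-aza-dC sensitizer; compound: one concentration, pinned; timing: compounds 3 days, fix/stain 15 min at room temperature; benchmarks: positive control ellipticine, 6 µM final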
ERAP1 HTS inh: inhibitors of human ERAP1 aminopeptidase. Q9NZ08. recombinant ERAP1, Leu-AMC fluorescence, 60 min. inhibition, % at 10.7 µM. 340,000 tested, 0.15% active. AID 652197;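 active = mean replicate inhibition of at least 30%, or all replicates individually reaching that 30% level; inactive = mean below 30% and not every replicate reaching it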;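 also: 0% = neutral control wells and 100% = L-leucinethiol positive control wells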
E-sel inducer: induces E-selectin expression in human endothelial cells. activation, % at 7.58 µM. P16581. HUVEC E-selectin immunofluorescence imaging; normalized: neutral wells 0, TNF-alpha wells 100. 260,000 tested, 0.37% active;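 active = mean E-selectin-positive cell signal at least 10% of the positive control, reached in at least 60% of replicates, without over 20% cell loss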;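 also: in these data hits start at about 27%; measured in HUVEC primary endothelial cells; signal is the percent of cells scored E-selectin positive by PE staining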
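Test system: HUVEC; input: 3,000 HUVEC/well; measured by: immunofluorescence imaging; read-out: % PE-positive cells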
S100A4 MyoIIA: S100A4-myosin IIA interaction inhibition. S100A4/TAMRA-MyoIIA peptide fluorescence polarization. inhibition, % at 10.7 µM. 360,000 tested, 0.14% active. AID 652163;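 active = mean inhibition of at least 70% across replicates, with every replicate also reaching that level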
Target sequence (P26447 whole entry, looked up): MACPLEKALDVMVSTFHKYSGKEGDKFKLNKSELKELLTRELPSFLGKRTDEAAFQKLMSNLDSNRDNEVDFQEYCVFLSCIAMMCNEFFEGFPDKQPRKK
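Test system – S100A4 monomer (human) · Compound – single-point compound testing · Schedule – 5 min incubation before reading · Probe or stimulus – TAMRA-labelled myosin IIA heavy-chain peptide probe, 5 nM · Benchmarks – neutral control DMSO, positive control TFP · Medium – Calcium-containing HEPES buffer, pH 7.2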
RAD54 inh: RAD54 (human) branch migration inhibition | Q92698 | RAD54 Holliday junction branch migration, FAM/BHQ fluorescence | inhibition, % at 10.4 µM | 360,000 tested, 0.14% active | AID 602329;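 active = mean normalized replicate activity at least 40 and at least half of replicates scoring 40 or more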;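 also: 0% = median of neutral control wells and 100% = median of positive control wells; inhibitors cause a drop in the FAM fluorescence signal; in these data hits start at about 50%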
Target sequence (Q92698 whole entry, looked up): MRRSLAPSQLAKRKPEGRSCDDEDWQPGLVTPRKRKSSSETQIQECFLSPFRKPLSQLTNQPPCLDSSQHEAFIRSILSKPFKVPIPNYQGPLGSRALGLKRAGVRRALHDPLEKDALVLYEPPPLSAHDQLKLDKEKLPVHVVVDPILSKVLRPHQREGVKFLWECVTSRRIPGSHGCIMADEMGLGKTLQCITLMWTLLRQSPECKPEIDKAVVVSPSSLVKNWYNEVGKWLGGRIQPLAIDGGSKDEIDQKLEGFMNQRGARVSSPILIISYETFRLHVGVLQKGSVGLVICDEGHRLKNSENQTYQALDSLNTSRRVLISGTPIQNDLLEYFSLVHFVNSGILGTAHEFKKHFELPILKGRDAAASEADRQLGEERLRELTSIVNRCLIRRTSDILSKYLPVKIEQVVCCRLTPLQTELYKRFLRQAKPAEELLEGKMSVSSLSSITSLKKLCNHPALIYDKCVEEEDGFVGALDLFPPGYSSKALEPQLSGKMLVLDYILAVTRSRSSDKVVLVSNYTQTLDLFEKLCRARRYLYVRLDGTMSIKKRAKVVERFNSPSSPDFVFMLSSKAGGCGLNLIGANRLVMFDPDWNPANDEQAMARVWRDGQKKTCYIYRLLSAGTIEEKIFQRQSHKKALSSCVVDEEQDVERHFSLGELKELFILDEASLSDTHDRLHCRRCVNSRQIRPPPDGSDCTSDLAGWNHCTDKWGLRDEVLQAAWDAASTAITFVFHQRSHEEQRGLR
RAD52 anneal inh: inhibitors of human RAD52 DNA annealing; inhibition, % at 18.7 µM; AID 651710; recombinant RAD52 DNA annealing, FRET fluorescence; 360,000 tested, 0.46% active;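 active = every replicate showing at least 50% inhibition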
ERp5 inh: ERp5 (human) disulfide isomerase inhibition; Q15084; ERp5 insulin aggregation, absorbance 650 nm, 90 min; inhibition, % at 9.99 µM; 350,000 tested, 0.05% active;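 active = mean replicate inhibition above about 25%, with every replicate also reaching it, limit read from the data, passing the limit was not always enough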
esBAF inh: blocks esBAF chromatin remodeling in mouse ES cells; reporter increase, % at 12.5 µM; 350,000 tested, 2% active; Bmi1-luciferase knock-in reporter, 24 h; 100% = twice the neutral-well signal; in the data active = activation above about 40%;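 also: 0% = median of the plate's neutral control wells and 100% = double that signal; a rise in the Bmi1 reporter signal indicates esBAF inhibition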
An asterisk follows results filed as active; / = not tested or not shown.

SMILES	Xi reactivation	ERAP1 HTS inh	E-sel inducer	S100A4 MyoIIA	RAD54 inh	RAD52 anneal inh	ERp5 inh	esBAF inh
Cc1ccc(CCNC(=O)C2CCN(S(=O)(=O)N3CCC4(CC3)OCCO4)CC2)cc1	/	3	/	-3	-4	-7	3	2
C[C@@H]1CN([C@@H](C)CO)C(=O)c2cc(-c3ccccc3F)cnc2O[C@@H]1CN(C)C(=O)C1CCC1	-0.2	1	0.6	-1	1	0	3	-1
CN(Cc1c(C(=O)N/N=C/c2ccccc2O)nnn1-c1nonc1N)C1CCCCC1	0.9	-7	0.4	0	-2	-16	-1	-66
O=C1Nc2ccccc2C1c1ncc(C(F)(F)F)cc1Cl (configuration not stated)	0.0	-2	0.4	-4	-12	-5	5	-11
COc1ccc(S(=O)(=O)N(C(C)=O)c2ccc(OC(C)=O)c3ccccc23)cc1[N+](=O)[O-]	0.0	-4	0.5	-2	-4	-14	-3	-5
C[C@@H](O)C#Cc1ccc([C@H]2[C@H](CO)N3CCCCN(S(=O)(=O)c4ccccc4)C[C@@H]23)cc1	0.0	-2	-0.1	-8	7	18	-2	/
Cc1occc1-c1nnc(SCC(=O)NC2CCCCC2)o1	-0.1	6	/	2	3	-12	4	6
CCOC(=O)c1c(S(=O)(=O)NCC(=O)Nc2ccc(F)cc2F)c(C)n(C)c1C	0.0	-5	/	-13	-2	5	4	0
CC1(C(=O)NCc2cccc(Cl)c2)Cc2c(-c3ccccc3)ccnc2O1 (configuration not stated)	0.0	2	1.4	-7	-1	-7	-1	1
O=S(=O)(c1cccc(F)c1)N1CC[C@@H]2[C@@H](CO)Nc3ccc(-c4cccc(F)c4)cc3[C@@H]21	0.0	/	0.9	/	-14	/	/	-4
COCCNC(=O)c1snc2ccc(Cl)cc12	/	-4	/	2	-18	1	0	2
CCCc1cc(=O)oc2c(C)c(OC(C)C(=O)NCc3ccccn3)ccc12 (configuration not stated)	-0.1	0	2.9	-3	-6	-15	5	-10
N#CCCN(C(=S)Nc1ccc(S(=O)(=O)N2CCOCC2)cc1)c1ccccc1F	-0.1	0	0.0	-6	-1	-9	0	/
O=c1[nH]nc(-c2cc(-c3ccccc3)nc3ccccc23)o1	0.1	-2	-0.6	0	-8	5	-4	5
Cc1ccccc1-c1ccc([C@H]2[C@H](CO)N3CCCCN(CC4CC4)C[C@@H]23)cc1	0.2	-1	0.2	-8	4	5	-3	-6
Nc1sc(-c2ccccc2)n[n+]1Cc1cccc2cccnc12	-0.1	14	/	-3	7	8	0	0
Cc1ccc(S(=O)(=O)NCC[C@H]2CC[C@H](NC(=O)Nc3ccccc3F)[C@H](CO)O2)cc1	-0.4	1	-1.1	-1	3	-6	7	3
COc1cccc(/C=C/C(=O)OCC(=O)N2CCCC2)c1OC	-0.1	0	/	-3	10	13	4	8
CN1CCN(CC(=O)Nc2ccc(S(=O)(=O)N(C)C)cc2)CC1	0.2	1	1.3	2	0	-2	0	-7
C/C=C/c1ccc([C@H]2[C@@H](CO)N(Cc3ccccn3)[C@@H]2CNC(=O)CC)cc1	0.4	0	0.3	9	4	-22	-6	6
CCOc1ccc2oc(C(=O)N(Cc3nnc(-c4ccccc4Cl)o3)C3CC3)c(C)c2c1	0.3	-3	/	1	/	-39	3	2
COc1cc(NC(=O)c2ccc(-c3ccc(F)c(F)c3)c3ccoc23)cc(OC)c1OC	-0.1	6	0.5	2	-4	-3	-7	-2
COc1ccc(N2CCN(C(=O)Nc3cccc(C(F)(F)F)c3)CC2)cc1	/	9	3.7	0	16	-9	-5	/
Cc1ccc(NC(=O)COc2ccccc2C(=O)NCCc2ccccc2)cc1	-0.2	-1	/	4	7	8	1	-4
COc1cccc(CNc2nc3cc(-c4cscc4C)sc3c(=O)n2C)c1	0.1	-1	-0.1	-6	-10	-4	2	-6
CO[C@@H]1CN(C)C(=O)c2ccc(NC(=O)c3ccc(-c4ccccc4)cc3)cc2OC[C@H](C)NC[C@H]1C	-0.1	0	0.1	4	/	30	11	/
CCCn1cc(SCC(=O)Nc2ccc3c(c2)OCO3)c2ccccc21	0.0	2	1.2	2	-4	4	6	0
CC1(C(=O)NC2CCCCC2)CCC(=O)N1CCOc1ccccc1 (configuration not stated)	0.0	-3	0.0	-1	-5	11	0	-1
CC(C)C#Cc1cnc2c(c1)C(=O)N([C@H](C)CO)C[C@H](C)[C@H](CN(C)Cc1cncnc1)O2	-0.2	1	0.0	7	-2	3	2	5
O=C(NCCc1ccccc1O)c1cc2c(cc1[N+](=O)[O-])OCO2	0.0	-3	0.0	-3	/	1	-9	/
COc1ccc(CN(C)C[C@@H]2Oc3ccc(NC(=O)c4ccncc4)cc3C(=O)N([C@H](C)CO)C[C@H]2C)cc1	-0.2	/	93*	/	10	-13	1	-1
CCOC(=O)c1ccc(NCCOC)c([N+](=O)[O-])c1	0.1	-2	-2.3	-2	6	-2	-5	/
CC1(C(=O)N2CC3(CC(c4cccc([N+](=O)[O-])c4)=NO3)C[C@H]2C(=O)NCC(N)=O)CC1 (some centres not stated)	0.2	-3	0.0	42	-6	-11	-3	9
CCOC(=O)c1ccc(NC(=O)COc2ccc(S(=O)(=O)N3CCCC3)cc2)cc1	/	0	/	3	2	-13	7	2
CC(C(=O)c1ccccc1)[n+]1cccc(C(N)=O)c1 (configuration not stated)	0.2	-2	/	2	-5	-9	/	/
COc1ccc(CCNC(=O)CCCOc2cc(=O)n(C)c3ccccc23)cc1OC	0.0	9	/	-8	/	-15	3	/
O=C(CN1C(=O)NC2(CCc3ccccc32)C1=O)c1ccc(Br)cc1 (configuration not stated)	-0.1	1	0.3	-8	8	-8	0	-3
O=C1C=C(c2cc3ccccc3s2)C[C@@H](c2ccc(F)cc2)C1	0.0	1	0.1	-2	-3	-17	-3	-1
C[C@H]1CN([C@@H](C)CO)C(=O)c2cccc(NS(=O)(=O)c3cn(C)cn3)c2O[C@H]1CN(C)C(=O)Nc1cccc2ccccc12	-0.2	5	0.0	-5	3	-7	4	-2
CCc1nc2c(=O)[nH]cnc2o1	0.3	0	0.9	-3	-7	2	10	-16
CCCCCc1c(-c2ccc(Br)cc2)ncn1CCc1ccccc1OC	-0.2	8	0.0	1	/	-1	1	/
O=C(Nc1ccc(Br)cc1)N1CCCC(O)C1 (configuration not stated)	0.0	0	1.8	-2	/	-1	0	/
CCCC#Cc1ccc2c(c1)O[C@@H](CN(C)C(=O)C1CCC1)[C@H](C)CN([C@@H](C)CO)S2(=O)=O	0.3	2	0.0	-11	4	-5	9	3
O=C(COC(=O)c1ccc([N+](=O)[O-])o1)NCc1ccc(F)cc1	0.0	1	-1.6	-5	-4	0	-18	3
COc1ccc(C(C(=O)NC2CCCCC2)n2c(=O)c(-c3ccco3)nc3ccccc32)cc1 (configuration not stated)	-0.1	-2	0.3	-9	/	-10	2	/
c1cncc(CNc2nc(N3CCOCC3)nc(N3CCOCC3)n2)c1	/	4	/	11	/	-9	2	/
Cc1c(Cl)cccc1Nc1ccccc1C(=O)O	0.2	-5	-0.2	-1	2	-2	2	-3
COc1ccc(N)cc1NC(=O)CN1CCOCC1	0.1	0	5.7	-1	-12	-1	6	-5
COc1ccc(NC(=O)CN2C(=O)NC(C)(C3CCCCC3)C2=O)c(OC)c1 (configuration not stated)	0.0	-2	/	-2	7	-7	8	-1
CN1CCN(/N=C/c2ccc(-c3ccccc3)cc2)CC1	0.0	3	/	2	1	-3	2	35
CCOC(=O)c1ccc[n+](CC(=O)c2ccccc2)c1	0.2	/	0.6	/	-4	/	/	5
O=C(N/N=C/c1ccco1)c1ccc(NC(=O)C2CCCCC2)cc1	-0.1	2	8.5	-2	2	-20	-7	-3
CCn1c(SCC(=O)Nc2cccnc2Cl)nnc1-c1ccccc1	-0.1	-2	/	-7	9	1	2	/
CC(C)NC(=O)Nc1ccc2c(c1)C(=O)N(C)[C@H]1CC[C@H](CC(=O)NCC3CCCCC3)O[C@H]1CO2	0.3	1	0.0	-9	-5	-1	9	2
O=C(C[C@@H]1CC[C@H]2[C@@H](COC[C@H](O)CN2S(=O)(=O)c2ccc(F)cc2)O1)NCCN1CCCCC1	0.4	0	0.0	-13	6	7	-4	2
CCOC(=O)C1CCCN(S(=O)(=O)c2ccc(-c3cc(C)no3)s2)C1 (configuration not stated)	0.1	-2	/	2	0	-1	-17	-4
O=S(=O)(Nc1cccnc1)c1ccccc1	0.4	2	1.8	7	/	3	10	/
COc1ccc(NC(=O)Nc2ccc3c(c2)C(=O)N([C@@H](C)CO)C[C@H](C)[C@H](CN(C)C(=O)Nc2ccc(OC)cc2)OCCCC[C@@H](C)O3)cc1	0.1	2	0.1	-4	/	3	4	/
C[C@@H]1CN([C@@H](C)CO)C(=O)c2cc(NC(=O)CCCN(C)C)ccc2O[C@@H]1CN(C)S(=O)(=O)c1cn(C)cn1	0.0	2	-0.5	-12	8	/	3	1
CCC(=O)N1CCC2(CC1)CN(C(C)=O)[C@H](CO)c1[nH]c3cc(OC)ccc3c12	0.2	1	-0.1	1	/	8	-3	/

The listing continues.
SMILES	Xi reactivation	ERAP1 HTS inh	E-sel inducer	S100A4 MyoIIA	RAD54 inh	RAD52 anneal inh	ERp5 inh	esBAF inh
CCOC(=O)C1CCN(c2ncnc3c2nnn3Cc2ccccc2Cl)CC1	0.4	1	-2.9	2	-7	-15	-1	0
CCOC(=O)c1ccc(CNC(=O)Cn2nnc(-c3ccccc3F)n2)o1	0.1	9	-0.1	28	/	-23	-11	/
CN(CC(=O)Nc1cccc(F)c1)C(=O)c1ccc(C(=O)c2ccccc2)cc1	0.0	1	/	-3	-3	-5	1	/
CO[C@@H]1CN(C)C(=O)c2ccc(NC(C)=O)cc2OC[C@@H](C)N(C(=O)C2CCOCC2)C[C@@H]1C	0.1	-1	0.0	-31	-4	-1	1	-2
CO[C@H]1CN(C)C(=O)c2ccc(NC(=O)c3nc4ccccc4s3)cc2OC[C@H](C)N(Cc2cccnc2)C[C@@H]1C	0.0	1	0.1	-2	/	9	18	/
O=C1NCCCC1(c1ccccc1)c1ccccc1	0.0	3	1.4	0	5	-8	-10	0
Cc1cc(C)nc(SCC(=O)Nc2ncccn2)n1	0.0	2	0.3	15	/	-20	10	/
COc1ccc(Cc2nnc(SCC(=O)c3ccc4c(c3)OCO4)o2)cc1	0.0	-2	-0.1	-5	-15	-15	2	/

6 entries from above, with two lines to a compound.
Values run as follows: Xi reactivation, ERAP1 HTS inh, E-sel inducer, S100A4 MyoIIA, RAD54 inh, RAD52 anneal inh, ERp5 inh, esBAF inh
> C/C=C/c1ccc([C@H]2[C@@H](CO)N(Cc3ccccn3)[C@@H]2CNC(=O)CC)cc1
  0.4, 0, 0.3, 9, 4, -22, -6, 6
> CCOc1ccc2oc(C(=O)N(Cc3nnc(-c4ccccc4Cl)o3)C3CC3)c(C)c2c1
  0.3, -3, /, 1, /, -39, 3, 2
> COc1cc(NC(=O)c2ccc(-c3ccc(F)c(F)c3)c3ccoc23)cc(OC)c1OC
  -0.1, 6, 0.5, 2, -4, -3, -7, -2
> COc1ccc(N2CCN(C(=O)Nc3cccc(C(F)(F)F)c3)CC2)cc1
  /, 9, 3.7, 0, 16, -9, -5, /
> Cc1ccc(NC(=O)COc2ccccc2C(=O)NCCc2ccccc2)cc1
  -0.2, -1, /, 4, 7, 8, 1, -4
> COc1cccc(CNc2nc3cc(-c4cscc4C)sc3c(=O)n2C)c1
  0.1, -1, -0.1, -6, -10, -4, 2, -6
